Compound activity from PubChem BioAssay.
RNase H inhibition: RNase H inhibition, HIV 1 Gag Pol polyprotein, FRET biochemical assay, screening (AID 372); HIV-1 RT RNase H, FRET RNA/DNA substrate fluorescence; higher % means a stronger effect; inhibition, % at 10 µM; hits with a dose series show IC50 in µM; 100,000 compounds, 0.77% hits; in the data active means inhibition above about 50%
* hit, by the source's call. Only part of the results is shown. The share of hits here may be higher or lower than overall.

mol	RNase H inhibition
OC(c1ccccc1)C(CN1CCOCC1)c1ccccc1 (centres undefined)	0%
COc1ccccc1C(=O)Nc1ccc2oc(-c3ccc(F)cc3Cl)nc2c1	13%
CCOC(=O)c1ccc(N2NC(=O)/C(=C/c3ccc(O)c(OCC)c3)C2=O)cc1	35%
O=C1CC(Cc2ccccc2)C(=O)N1CCc1ccc2c(c1)OCO2 (centres undefined)	5%
COc1ccc(N=C2NC(=O)CS2)cc1	10%
Cc1ccc(NC(=S)NC(=O)c2cccc3c(Br)cccc23)cc1	4%
CCOC(=O)COc1ccccc1OCC	4%
Cc1cccc(N2CCN(C(=O)c3cc([N+](=O)[O-])ccc3Cl)CC2)c1C	7%
CC(C)c1ccc(NS(=O)(=O)c2cc(Cl)ccc2Cl)cc1	17%
COc1ccc(-c2cc(C(=O)OCC(=O)c3cccc([N+](=O)[O-])c3)c3cccc(C)c3n2)cc1	12%
COc1cccc(OCCCn2ccnc2)c1	17%
CCOC(=O)c1c(NC(=O)c2ccc(Cl)c(Cl)c2)sc(C(=O)Nc2ccccc2OC)c1C	0%
CCOC(=O)C(=O)Nc1ccc(OC)c(Cl)c1	1%
C=CCc1cccc2cc(C(=O)N3CCN(C/C=C/c4ccccc4)CC3)c(=O)oc12	15%
COc1ccc(C(=O)c2ccc(C(=O)c3ccc(OC)c(C)c3)cc2)cc1C	3%
COc1ccc(Nc2nc(-c3ccc(Cl)cc3)cs2)cc1	5%
O=C(Cc1ccccc1)NC(=S)N1CCCc2ccccc21	8%
COc1ccc(C2=N/C(=C/c3ccccc3OC(=O)c3ccc(Cl)cc3)C(=O)O2)cc1	15%
O=C(NCCO)C(=O)Nc1ccc(F)cc1	1%
Oc1c(C=NC2CCCCC2)[nH]c2ccccc12	7%
CCN(CC)c1ccc(/C=C2\SC(N)=NC2=O)c(OC)c1	21%
Cc1sc2nc(-c3ccc(Br)cc3)[nH]c(=O)c2c1C	8%
CC1(C)CC(=O)C(=Cc2cn(-c3ccccc3)nc2-c2cccc([N+](=O)[O-])c2)C(=O)C1	0%
CCCCCCCCCOc1ccc(C(=O)c2ccc(OC)cc2)cc1	0%
Cc1cccc(-n2ncc3c(N4CCCC4)ncnc32)c1	6%
Cc1ccc(S(=O)(=O)/N=C2/NC(=O)/C(=C/c3cc([N+](=O)[O-])ccc3Cl)S2)cc1	21%
Cc1sc2nc(SCC(=O)N3CCCCC3)[nH]c(=O)c2c1C	11%
C[n+]1cn(Cc2ccccc2)c2c(=O)[nH]c(N)nc21	9%
CCc1ccc(NCCC(=O)c2ccc([N+](=O)[O-])cc2)cc1	2%
COC(=O)c1sccc1NS(=O)(=O)c1ccc(Cl)cc1	70%*

Gathered by group: the compounds so far containing an NH in an aromatic ring
mol	RNase H inhibition
Oc1c(C=NC2CCCCC2)[nH]c2ccccc12	7%
Cc1sc2nc(-c3ccc(Br)cc3)[nH]c(=O)c2c1C	8%
Cc1sc2nc(SCC(=O)N3CCCCC3)[nH]c(=O)c2c1C	11%
C[n+]1cn(Cc2ccccc2)c2c(=O)[nH]c(N)nc21	9%

(continued)
mol	RNase H inhibition
Oc1ccccc1C=Nc1cc2c(cc1Br)OCCO2	0%
COc1ccc(C)cc1N(CC(=O)Nc1ccc(F)cc1)S(C)(=O)=O	10%
Cc1c(C(=O)Nc2ccc(I)cc2Cl)oc2ccc(Cl)cc12	0%
Cc1ccc(OCCOC(=O)Nc2ccccc2)cc1	4%
CCOC(=O)N1CCN(C(=O)/C(=C/c2ccc(Br)cc2)NC(=O)c2ccccc2Cl)CC1	9%
CN(C)c1ccc(NC(=O)c2cccnc2)cc1	7%
CCOC(=O)CP(=O)(c1ccc(C)cc1)c1ccc(C)cc1	0%
COc1ccc(S(=O)(=O)N(CC(=O)N2CCN(c3ccccc3)CC2)c2ccc(C)cc2)cc1OC	12%
COc1c(Br)cc(Br)cc1/C=N/NC(=O)COc1ccccc1[N+](=O)[O-]	13%
O=C1c2ccccc2C(=O)N1CCSc1ncn[nH]1	20%
O=C(OCC1CCS(=O)(=O)C1)c1ccccc1 (centres undefined)	0%
Cc1ccccc1OCC(=O)Nc1ccc(Cl)cc1	11%
COc1ccc(-c2cc(C(F)(F)F)n3nc(C(=O)N4CCCCC4C)c(Cl)c3n2)cc1 (centres undefined)	18%
O=C(Nc1ccccc1I)c1ccc(C(=O)Nc2ccccc2I)cc1	0%
COc1cc2c(cc1OC)C(c1ccc(Br)cc1)OC1=C2C(=O)c2ccccc21 (centres undefined)	17%
O=C(Nc1ccc(Oc2ccccc2)cc1)c1ccc(N2C(=O)c3ccc(C(=O)Nc4ccc(Oc5ccccc5)cc4)cc3C2=O)cc1	16%
Cc1ccc(-c2csc(Nc3ccc(Cl)cc3)n2)cc1	16%
COc1ccc(NC(=O)CSc2nnnn2-c2ccc3c(c2)OCO3)cc1OC	26%
Cc1cccc(C(=O)N2CCC(Cc3ccccc3)CC2)c1	11%
O=C(Nc1nc(-c2ccc(F)cc2)cs1)c1cccc(Br)c1	3%
Cc1ccc(OCCOCCOc2cccc3cccnc23)c(I)c1	32%
CC(C)c1cc(Nc2cccc(O)c2)cc(C(C)C)c1O	14%
CCOc1c(Br)cc(C2C3=C(CC(C)(C)CC3=O)OC3=C2C(=O)CC(C)(C)C3)cc1OC	9%
O=C1CC(NCc2ccc3c(c2)OCO3)C(=O)N1c1cccc(Br)c1 (centres undefined)	10%
CC1C/C(=N/N=C2/NC(=O)CS2)CC(C)(C)C1 (centres undefined)	0%
CCN(CC)C(=O)CSc1nsc(SCC(=O)N(CC)CC)n1	0%
COc1ccc(N(CC(O)CN2C(=O)NC(C)(C)C2=O)S(=O)(=O)c2ccc(C)cc2)cc1 (centres undefined)	6%
CCCCS/C(N)=N/N=C/c1ccccc1O	1%
O=C(/C=C/c1ccco1)NCCc1ccccc1	1%
COc1cc(CSc2ncn[nH]2)c(OC)cc1CSc1ncn[nH]1	1%

2 entries from above, with each value named.
O=C1CC(NCc2ccc3c(c2)OCO3)C(=O)N1c1cccc(Br)c1 (centres undefined)
  RNase H inhibition: 10%

CC1C/C(=N/N=C2/NC(=O)CS2)CC(C)(C)C1 (centres undefined)
  RNase H inhibition: 0%

Other compounds
mol	RNase H inhibition
COc1cc(Cl)cc(/C=C2\C(=O)NC(=O)N(c3ccc(Br)c(C)c3)C2=O)c1O	5%
C=CCc1ccccc1OCCn1cc(/C=C2/SC(=S)NC2=O)c2ccccc21	28%
O=C(/C=C/c1ccccc1)NCC(=O)N/N=C/C(Br)=C/c1ccccc1	15%
CCCCS(=O)(=O)N1CN(S(=O)(=O)CCCC)C2NC(=O)NC21 (centres undefined)	3%
O=C1C2CCCCC2C(=O)N1CC(=O)N1c2ccccc2Sc2ccc(C(F)(F)F)cc21 (centres undefined)	10%
Cc1ccc([N+](=O)[O-])cc1NC(=O)CN1C(=O)c2ccccc2C1=O	10%
O=C1c2ccccc2-c2onc3c(N4CCCCC4)cc(N4CCCCC4)c1c23	19%
CCOC(=O)c1c(/N=C/c2c(O)c(Br)cc3oc4c(c23)CCCC4)sc(C)c1C	10%
O=C1NC(=S)N/C1=C/c1cccc(OCc2ccc([N+](=O)[O-])cc2)c1	15%
COc1cc(NC(=O)c2cc([N+](=O)[O-])ccc2N2CCCCC2)c2ncccc2c1	3%
Cc1cccc(C(=O)O/N=C(\N)c2cccnc2)c1	7%
COCCCNCCOCCOc1ccc(Cl)c(C)c1	1%
CC(=O)C1=C(O)C(=O)N(c2ccccn2)C1c1ccccc1[N+](=O)[O-] (centres undefined)	32%
COc1ccc(N2C(=O)c3ccccc3NC2c2ccc(OC)c(COc3ccc(NC(C)=O)cc3)c2)cc1 (centres undefined)	13%
Nc1nonc1-c1nc2ccccc2n1Cc1ccc(Cl)cc1	34%
O=C1CC(Nc2ccc(F)cc2)C(=O)N1c1ccc(Br)cc1 (centres undefined)	0%
CC(C)(C)c1ccc(/C=C/C(=O)n2cccn2)cc1	9%
CC(=O)Nc1ccc(NC(=O)c2c(Cl)cccc2Cl)cc1	1%
COc1cccc(C(=O)Nc2cc([N+](=O)[O-])ccc2C)c1	4%
O=C(/C=C\Nc1cc(Cl)ccc1O)c1ccc(F)cc1	28%
O=C(N/N=C/c1c[nH]c2ccccc12)c1cc(C23CC4CC(CC(C4)C2)C3)[nH]n1	35%
Cc1c(C(=O)Nc2ccc(S(=O)(=O)Nc3nccs3)cc2)cccc1[N+](=O)[O-]	5%
N#CC1=C(N)Oc2cc(O)ccc2C1C1CCCCC1 (centres undefined)	18%
C/C(=N\NC(=O)COc1ccc(Cl)cc1)c1ccc(Cl)s1	5%
COc1ccc(NC(=O)c2ccc(N3CCN(Cc4ccccc4)CC3)c([N+](=O)[O-])c2)cc1	0%
CCOc1ccc2nc(Nc3nc(O)c(Cc4ccccc4)c(=O)[nH]3)nc(C)c2c1	22%
COc1ccc(N(CC(=O)N2CCOCC2)S(=O)(=O)c2ccccc2)cc1OC	5%
O=C(Nc1ccc2nn(-c3ccccc3)nc2c1)c1cc(I)ccc1Cl	15%
CCOC(=O)COc1ccc(-c2nc3sc4c(c3c(=O)[nH]2)CCCC4)cc1OC	0%
O=C(CCN1CCOCC1)c1ccc(Cl)cc1	12%

Compounds above that contain fluorine:
mol	RNase H inhibition
COc1ccccc1C(=O)Nc1ccc2oc(-c3ccc(F)cc3Cl)nc2c1	13%
O=C(NCCO)C(=O)Nc1ccc(F)cc1	1%
COc1ccc(C)cc1N(CC(=O)Nc1ccc(F)cc1)S(C)(=O)=O	10%
COc1ccc(-c2cc(C(F)(F)F)n3nc(C(=O)N4CCCCC4C)c(Cl)c3n2)cc1 (centres undefined)	18%
O=C(Nc1nc(-c2ccc(F)cc2)cs1)c1cccc(Br)c1	3%
O=C1C2CCCCC2C(=O)N1CC(=O)N1c2ccccc2Sc2ccc(C(F)(F)F)cc21 (centres undefined)	10%
O=C1CC(Nc2ccc(F)cc2)C(=O)N1c1ccc(Br)cc1 (centres undefined)	0%
O=C(/C=C\Nc1cc(Cl)ccc1O)c1ccc(F)cc1	28%

(list continues)
canonical_smiles	RNase H inhibition
C(=NCc1ccccc1)c1ccc(OCc2ccccc2)cc1	8%
CC(C)(C)c1ccccc1OCC(=O)Nc1nccs1	4%
CCOC(=O)C1=C(C)N=c2s/c(=C\c3ccc(-c4cc([N+](=O)[O-])ccc4C)o3)c(=O)n2C1c1ccc2c(c1)OCO2 (centres undefined)	14%
OC[C@H]1O[C@@H](Nc2cccc3ccccc23)[C@@H](O)[C@@H](O)[C@@H]1O	13%
CCOC(=O)c1c(NC(=O)c2c(-c3ccccc3Cl)noc2C)sc2c1CCC(C)C2 (centres undefined)	11%
O=C(NCC1CCCO1)c1ccccc1[N+](=O)[O-] (centres undefined)	0%
COc1ccc(OCCOCCOc2ccccc2C=O)cc1	13%
Cc1ccc(NC(=O)c2ccccc2N(Cc2ccccc2)S(C)(=O)=O)cc1Cl	11%
COc1ccc(CCNC(=O)C(=O)N/N=C/c2ccccc2F)cc1OC	2%
O=C(/C=C/c1ccccc1)N1c2ccccc2Sc2ccc(C(F)(F)F)cc21	21%
Cc1ccccc1NC(=S)NC(=O)c1cccs1	3%
COc1ccc(-c2nc3cc(NC(=S)NC(=O)c4ccccc4C)ccc3o2)cc1	7%
COc1cccc(OCCCOc2ccc(C)cc2Br)c1	28%
O=S(=O)(Nc1ccc(Cl)cn1)c1ccc2ccccc2c1	0%
COc1ccc(OC)c(/C=C2/SC(=S)N(c3ccccc3OC)C2=O)c1	9%
COc1ccc(C2C(C(=O)OC3CCCC3)=C(C)NC3=C2C(=O)CC(c2ccccc2)C3)cc1Br (centres undefined)	17%
CCc1ccccc1NC(=O)CCCc1ccccc1	0%
COc1ccc(/C=C/C(=O)c2ccc([N+](=O)[O-])cc2)s1	4%
Cc1ccccc1C(=O)Nc1sc2c(c1C(=O)N1CCN(Cc3ccccc3)CC1)CCC(C)C2 (centres undefined)	19%
CCOc1ccc(NC(=O)CN(c2ccc(OC)c(Cl)c2)S(=O)(=O)c2ccccc2)cc1	16%
CN(CCO)C(=O)c1c(NC(=O)c2ccccc2)sc2c1CCCC2	7%
CCCOc1ccc(/C=C2\C(=O)N(c3cccc(C(=O)O)c3)N=C2C)cc1OC	4%
NC(=O)C1CCN(C(=O)c2cccc(C#Cc3ccccc3)c2)CC1	11%
Cc1ccc(OCC(=O)Nc2ccc(C)cc2Br)cc1	21%
O=C(NCc1ccco1)C(=O)N/N=C/c1ccc(C(=O)O)cc1	0%
CC(=O)c1ccc(NC(=O)c2cc3c(ccc4ccccc43)oc2=O)cc1	7%
Nc1nc2ccccc2n1C(=O)c1c(Cl)cccc1Cl	3%
O=C(Nc1nc(-c2ccc(Cl)cc2)cs1)c1ccc([N+](=O)[O-])cc1	51%*
O=C(O)C(c1ccccc1)N1C(=O)c2cccc3cccc(c23)C1=O (centres undefined)	9%
Cc1ccc(C(=O)Nc2nc3ccccc3n2Cc2ccc(Cl)cc2)cc1	14%
O=C(O)CCCCCN1C(=O)C(=O)/C(=C(\O)c2ccc(Br)cc2)C1c1cccc(F)c1 (centres undefined)	0%
COC(=O)c1sc2ccccc2c1N	13%
Cc1ccc(N2C(=O)NC(=O)/C(=C\c3ccc(O)c(Cl)c3)C2=O)cc1	8%
COc1ccc(/C(N)=N/OC(=O)COc2cccc3ccccc23)cc1	20%
Cc1cc(C)c(C)c(OCCCCN2CCOCC2)c1	7%
Cc1ccccc1NC(=O)/C(=C/c1ccc(N(C)C)cc1)NC(=O)c1ccccc1	18%
COc1cccc(C(=O)Nc2cc(-c3nc4ccc(C)cc4o3)ccc2C)c1	19%
Cc1ccc(O)c(NC(=O)c2cc3nc(-c4ccccc4)cc(C(F)(F)F)n3n2)c1	10%
O=C(Nc1ccccc1Oc1ccccc1)C(c1ccccc1)c1ccccc1	11%
O=C(NC1CCCC1)c1ccc(Cl)c([N+](=O)[O-])c1	1%
Cn1c2ccccc2c2nnc(SCCN3CCOCC3)nc21	0%
CN(C)c1ccc(/C=N/Nc2cc(-c3ccccc3)nc(-c3ccc(Br)cc3)n2)cc1	22%
